GAA spleen mod: lysosomal alpha-glucosidase (human) modulation; AID 2112; Potency, µM (titrated, usually from 79.9 µM), inactives show at the top dose activity change, negative = inhibition, hits mostly inhibitors; 240,000 tested, 0.006% active; P10253; human spleen homogenate, 4-MU-alpha-glucoside fluorescence;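 also: 0% = enzyme with vehicle and -100% = no enzyme basal signal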
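Enzyme source: human spleen homogenate, 1 ug/well. Buffer 50 mM citric acid/K phosphate pH 5.0, 0.01% Tween-20. 4-MU-alpha-glucoside 1 mM; 37 C x 40 min; NaOH/glycine stop; fluorescence.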
Tau fibril FP: tau fibrillization inhibition (FP). Potency, µM (doses to about 57.7 µM), for inactives: top-dose activity, negative = inhibition, most hits filed as inhibitors. AID 1468. 280,000 tested, 0.39% active. K18 P301L tau heparin fibrillization, Alexa594 FP, 6 h. P10636; also: % is scaled to controls: 0 for no effect and ±100 for the full control effect; nearly all actives have a fitted effect of over 55% in size
Target sequence (P10636 561-689 P618L limits assumed): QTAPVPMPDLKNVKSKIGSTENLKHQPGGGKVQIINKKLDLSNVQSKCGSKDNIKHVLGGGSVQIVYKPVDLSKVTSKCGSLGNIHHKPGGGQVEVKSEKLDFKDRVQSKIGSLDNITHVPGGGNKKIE
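K18 P301L tau (15 uM unlabeled/0.24 uM Alexa 594-labeled, final) + compound + heparin 20 uM final; 100 mM NaOAc pH 7; 6 hr 37 C; ThT 30 uM final added, 1 hr RT; FP ex 555/em 632 nm.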
Tau fibril ThT: blocks human tau fibril formation measured by thioflavin T | 270,000 tested, 2.1% active | recombinant tau K18 P301L, heparin-induced fibrillization, ThT fluorescence | Potency, µM (titrated, usually from 57.4 µM), for the others: at the top dose activity, negative = inhibition, actives largely listed as inhibitors; also: % is scaled to controls: 0 for no effect and ±100 for the full control effect; nearly all actives have a fitted effect of over 55% in size
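Recombinant human tau K18 fragment […] carrying P301L, 15 uM unlabeled plus 0.24 uM Alexa 594-labeled, was fibrillized with 20 uM heparin in 100 mM sodium acetate pH 7 for 6 hr at 37 C; 30 uM ThT fluorescence read after 1 hr.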
aGal spleen mod: alpha-galactosidase A (human) modulation; human spleen homogenate, 4MU-alpha-Gal fluorescence, 40 min; Potency, µM (series often up to 80 µM), without a hit: at the highest dose activity change, negative = inhibition, usual class: inhibitors; 240,000 tested, 0.008% active;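 also: 0% = enzyme with vehicle and -100% = no enzyme basal signal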
Target sequence (P06280 32-429 limits assumed): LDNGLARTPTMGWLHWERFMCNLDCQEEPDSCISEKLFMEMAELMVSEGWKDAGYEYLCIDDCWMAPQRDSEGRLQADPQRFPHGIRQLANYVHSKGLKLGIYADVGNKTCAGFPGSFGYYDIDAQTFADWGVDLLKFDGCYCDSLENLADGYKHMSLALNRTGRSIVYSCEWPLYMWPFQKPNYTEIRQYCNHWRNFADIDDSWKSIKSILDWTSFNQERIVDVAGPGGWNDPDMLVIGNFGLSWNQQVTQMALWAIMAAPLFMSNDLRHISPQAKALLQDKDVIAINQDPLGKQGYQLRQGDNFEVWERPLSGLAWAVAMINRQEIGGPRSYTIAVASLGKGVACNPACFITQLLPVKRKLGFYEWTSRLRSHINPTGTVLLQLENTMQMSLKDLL
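Inhibition or activation of alpha-galactosidase in human spleen homogenate is scored by 4-MU fluorescence after 40 min at 37C, pH 5.0, with 1 mM substrate. AC50s come from concentration-response fitted to the Hill equation.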
GAA inhib: alpha-glucosidase (human) inhibition | purified human GAA, 4-MU-alpha-glucoside fluorescence | Potency, µM (series often up to 76.9 µM), for inactives: at the top dose activity change, negative = inhibition, most hits filed as inhibitors | 200,000 tested, 0.005% active;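 also: plate controls were uninhibited enzyme wells for no effect and no-enzyme background for full effect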
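Fluorescence at Ex 365/Em 440 nm from 4-methylumbelliferone reported enzyme activity after 20 min at room temperature. Reactions used 4 nM enzyme and 400 uM substrate at pH 5.0; curves fitted with the Hill equation.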
Tau fluor counter: counter-screen for tau fibril formation inhibitors; Potency, µM (highest dose often 57.7 µM), for inactives: top-dose activity change, negative = decrease; tau K18 P301L (four-repeat tau fragment) Alexa594 fluorescence, heparin fibrillization; 280,000 tested, 0.93% active; AID 1463; also: % is scaled to controls: 0 for no effect and ±100 for the full control effect; nearly all actives have a fitted effect of over 55% in size
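Human K18 P301L tau (15 uM unlabeled plus 0.24 uM Alexa 594-labeled, final) in 100 mM sodium acetate pH 7 was mixed with compound and 20 uM heparin and incubated 6 hr at 37 C.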
HTT ATP protect: cytoprotection in Huntington HTT-Q103 PC12 cell model; PC12 HTT-Q103 induced, cytoprotection, ATP luminescence, 40 h; Potency, µM (highest dose often 56.4 µM), for inactives: cytoprotection (ATP increase), actives largely listed as activators; 230,000 tested, 0.14% active; AID 1471;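 also: % of control where 0% means no effect; nearly all actives have a fitted effect of over 45% in size; toxic huntingtin expression switched on by the ecdysone agonist tebufenozide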
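PC12 cells stably carrying ecdysone-inducible Htt exon 1 (Q103)–GFP were induced with 100 nM tebufenozide (final) alongside library compounds in a dose series. Cytoprotection was scored as retained ATP by ATPlite luminescence.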
GAA glycogen mod: inhibitors or activators of human alpha-glucosidase glycogen cleavage | recombinant GAA, glycogen substrate, Amplex Red glucose oxidase fluorescence | Potency, µM (top dose mostly 76.4 µM), for the others: top-dose activity change, negative = inhibition, usual class: inhibitors | 300,000 tested, 0.38% active;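 also: 0% = full enzyme reaction and -100% = no-enzyme basal signal; the screen sought inhibitors and activators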
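Recombinant enzyme (4 nM final) with compounds titrated up to 77 uM and bovine liver glycogen (30 ug) in citrate pH 5.0, 0.01% Tween-20, 37 C 40 min. Released glucose detected by Amplex Red/glucose oxidase (Ex 573/Em 610); AC50 from Hill fits.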
An asterisk follows results filed as active; u = inconclusive; x = no result given; & = joins results of further samples; [ ] = remark or other dose. Calls follow the shape of the dose curve; as a rule, active = well fitted curve in the direction sought with a large enough effect; inconclusive = small, poorly fitted or top-dose-only effect, or another doubt; inactive = no such curve, though single readings can be large; an effect the other way counts as inactive or inconclusive. Potency is read from the fitted curve at half-maximal effect.

mol	aGal spleen mod	HTT ATP protect	GAA glycogen mod	Tau fluor counter	GAA inhib	GAA spleen mod	Tau fibril FP	Tau fibril ThT
C/C=C/c1ccc(OCC(=O)Nc2ccc(C(N)=O)cc2)c(OC)c1	5%	9%[10 µM]	6%	-5%	-2%	-2%	-7%	-15%
CCc1cccc(CC)c1NC(=O)/C(C#N)=C/c1ccccc1C(F)(F)F	-10%	-20%[10 µM]	-2%	-8%	-5%	-7%	-2%	-8%
COc1ccc(/C=N/Nc2nc(-c3ccc(C)cc3)c(NC(C)=O)s2)cc1OC	-3%	-18%[10 µM]	u	u	x	-2%	9%	u
O=C(CCC(=O)N(CC(=O)NC1CCCCC1)CC1CCCO1)Nc1nccs1 (stereo not drawn)	2%	-1%[10 µM]	-4%	3%	7%	-1%	12%	-2%
CN(C)/C=C(\C#N)C(=O)N/N=C/c1ccc(F)cc1	1%	-2%	-4%	7%	1%	5%	5%	-1%
Cc1ccc(O)c(N=Nc2ccccc2)n1	13%&-1%&-4%	-33%[inhibitor]	x	-14%&-15%&-23%	x	1%&-6%&-14%	8%&-1%&-5%	18µM*
CCOc1ccc(N=Nc2cc(C(C)C)ccc2O)cc1	-6%	x	5%	-14%	-8%	1%	10%	u
COc1cc(NC(=O)CN2CCN(c3ccccc3O)CC2)c(C)cc1[N+](=O)[O-]	4%	16%[10 µM]	4%	-21%	7%	-8%	7%	-12%
C=CCNC(=S)N1CCN(c2cccc(C(F)(F)F)c2)CC1	-4%	x	1%	-23%	-2%	-2%	5%	-9%
CCN(CC)c1nc(OC)nc(-n2nnc(C(C)=O)c2C)n1	u	-3%	-6%	-7%	10%	6%	-2%	-10%
COc1nc(C#N)c(N2CCOCC2)o1	6%	-8%[0.074 µM]	1%	0%	4%	2%	2%	0%
C/C(=N\NC(=O)c1cccc(S(=O)(=O)N2CCCC2)c1)c1ccco1	6%	-36%[inhibitor]	3%	-10%	-1%	2%	-18%	-4%
CCCCSC1(SCCCC)N=C(N)C2(C#N)C(c3ccccc3)NC(C)=C(C)C12C#N (stereo not drawn)	4%	4%	-25%	-17%	-2%	1%	8%	-12%
Cc1ccc(C2N(c3cccc(Cl)c3)C(=O)N3CCCN23)cc1 (stereo not drawn)	4%	-4%[10 µM]	u	-6%	-23%	-5%	7%	-2%
O=C(O)CC/C(=N\Nc1ccc(S(=O)(=O)N2CCCC2)cc1[N+](=O)[O-])c1cccs1	-8%	-3%	-5%	-17%	-1%	-25%	8%	32µM*
N#Cc1nc(-c2ccc(F)cc2)oc1NCc1ccco1	0%	6%[10 µM]	-13%	-14%	x	-6%	3%	x
CSCCC(NC(=O)C1CCCCC1)c1nc2ccccc2[nH]1 (stereo not drawn)	16%	-12%[10 µM]	2%	-12%	x	8%	1%	-9%
C=CCSc1nnc(-c2sc(-c3ccccc3)nc2C)n1C	-1%	43%[10 µM]	1%	-11%	0%	1%	-1%	u
COc1cccc(NC(=O)CN(C)C(C)C(=O)Nc2ccc(S(=O)(=O)N3CCOCC3)cc2)c1 (stereo not drawn)	1%	3%[10 µM]	-8%	-3%	x	-2%	-9%	x
COc1cc(OC)c2c(c1)OC(=O)CC2c1ccc2c(c1)OCO2 (stereo not drawn)	12%[119 µM]	-6%	x	u	x	9%[119 µM]	6%[81.3 µM]	-18%[81.4 µM]
O=c1c2[nH]c3ccc(Cl)cc3c2ncn1CCN1CCCCC1	-3%	-10%	-1%	2%	-3%[15.4 µM]	-2%	0%	-4%
CCOc1ccc2nc(/N=C/c3c(C)[nH]n(-c4ccccc4)c3=O)sc2c1	3%	-23%[10 µM]	-4%	u	-6%	-8%	u	14µM*
CCOc1ccc(C(=O)N2CCC(C(=O)c3ccc4c(c3)OCCO4)CC2)cc1	-11%	-8%	0%	-5%	-2%	-8%	4%	-14%
COc1cc(OC)c2c(-c3ccccc3)cc(=O)oc2c1C(CCN1CCCC(C)C1)c1ccc(N(C)C)cc1 (stereo not drawn)	0%	-10%[10 µM]	-20%	u	x	-1%	-8%	u
Cc1ccccc1-n1nnnc1SCC(=O)Nc1ccc(S(=O)(=O)N2CCCC2)cc1	4%	-12%[10 µM]	-7%	u	-9%	4%	-12%	-1%
CCCn1c(=O)c(C(=O)NCc2cccnc2)c(O)c2ccccc21	2%	-4%	-16%	0%	-1%	2%	-3%	-2%
COc1ccc(C(=O)/C=C/Nc2ccc(S(=O)(=O)Nc3nc(C)cc(C)n3)cc2)cc1OC	2%	17%[10 µM]	12%	-12%	-1%	-5%	-10%	u
COC(=O)c1ccc([C@H]2Nc3ccc(S(=O)(=O)Nc4ccc(C)cc4)cc3[C@H]3C=CC[C@H]32)cc1	x	x	0%[76.3 µM]	u	x	x	1%	u
COc1cc(OC)cc(-c2nc3ccccc3c(=O)n2OC(=O)c2ccccc2C)c1	-15%	8%[10 µM]	6%	-19%	-11%	3%	-13%	u
COc1ccc2nc3sc(C(=O)NCCCN4CCc5ccccc5C4)cc3cc2c1	-3%	3%[10 µM]	7%	u	6%	-23%	-14%	-20%
O=C(CN1CCN(c2ccccc2)CC1)Nc1nccs1	1%	-3%[0.074 µM]	-3%	6%	-9%	-6%	6%	1%
CCCCOc1ccc(C(=O)NCc2ccco2)cc1	-7%	-18%	-10%	-13%	-1%	-9%	1%	u
COc1ccccc1N(CC(=O)Nc1ccc(F)c(F)c1)S(C)(=O)=O	3%	-11%[0.074 µM]	2%	-6%	-3%	-12%	-12%	2%
COC(=O)C1=C(N)OC2=C(C(=O)CCC2)C1c1cccnc1 (stereo not drawn)	3%	29%[10 µM]	-9%	9%	9%	7%	3%	0%
CC1=N/C(=C/c2cccnc2)C(=O)O1	8%	18%	7%	-4%	-8%	2%	4%	-5%
COC(=O)c1ccccc1NC(=O)C/C(C)=N/NC(=O)CC#N	-2%	-46%[inhibitor][10 µM]	9%	9%[2.34 µM]	3%	3%	5%	10%
COc1ccc(S(=O)(=O)NCC2CCC(C(=O)NCC(OC)OC)CC2)cc1 (stereo not drawn)	5%	-9%	1%	-9%	2%	-6%	-4%	-5%
CCOc1ccc(-c2cc(OC(=O)c3ccccc3)c3c(C)oc(C)c3c(=O)c2)cc1	x	x	0%[76.3 µM]	-11%	x	x	-2%	u
CCOc1ccc(CCNC(=O)COC(=O)c2cc(OC)c(OC)c(OC)c2)cc1OCC	-3%	15%[10 µM]	4%	-3%	-1%	-3%	1%	-7%
CC1=Nc2ccc(C)cc2/C1=C/c1c(N)n2oc(C)cc2nc1=O	-2%&0%	4%[10 µM]	0%&-13%	-23%&-15%	u	-7%&-6%	0%&2%	0%
CCCCOc1ccc(-c2cnc3ccccc3n2)cc1	14%	-24%[10 µM]	10%	-8%	10%	-2%	0%	u
CCCCn1c(=O)[nH]c(=O)c2c1nc(-c1ccc(-c3ccccc3Br)o1)n2CC	2%	-27%	1%	u	0%	5%	-9%	u
Cc1cc2c(N=NC(=O)C3CC3c3ccccc3)c(O)[nH]c2cc1Br (stereo not drawn)	-7%	-6%[10 µM]	1%	u	7%	-9%	-8%	u
Cn1c(N)c(C(=O)Nc2c(Cl)cccc2Cl)sc1=S	-10%	-2%[10 µM]	-4%	-28%	x	-7%	u	-11%
Cc1c(N/C=C/C(=O)c2cccs2)c(=O)n(-c2ccccc2)n1C	-2%	-14%	u	-3%	-5%	-6%	-1%	u
CSc1ccccc1-c1nnc(-c2ccc(Cl)c(Cl)c2)o1	-6%	-22%	1%	-8%	3%	-4%	-6%	-16%
O=C(Nc1ccccn1)c1ccc(=O)[nH]n1	-22%	-19%	2%	2%	-13%	-26%	1%	-3%
CN(C)CC(=O)Nc1cc(C(F)(F)F)ccc1Cl	-6%	-3%	-9%	2%	-5%	-3%	2%	-8%
Cc1nc(Cl)c(C(=O)Nc2cccc(F)c2)c(C)c1Cl	3%	-23%	6%	-2%	4%	-9%	4%	-9%
O=C(CCC1CCCC1)NC1CCCCC1	12%	-5%	0%	-4%	-8%	8%	4%	-9%

Remaining list, next part.
mol	aGal spleen mod	HTT ATP protect	GAA glycogen mod	Tau fluor counter	GAA inhib	GAA spleen mod	Tau fibril FP	Tau fibril ThT
O=C(CCS(=O)(=O)Cc1ccccc1)Nc1ccc2c(c1)OCCO2	0%	13%	-6%	-11%	7%	3%	5%	-11%
c1ccc(Cn2nnnc2C(c2cccnc2)N2CCN(c3ccccc3)CC2)cc1 (stereo not drawn)	7%	2%	-10%	-6%	-9%	1%	9%	-11%
COc1ccc(/C=C/C(=O)Nc2nc(C)cc(C)n2)cc1OC	0%	-4%	13%	-2%	-10%	2%	-4%	4%
Cc1cccc(C(=O)Nc2nnc(SCC(=O)Nc3ccc4c(c3)oc3ccccc34)s2)c1	-13%	x	1%	-21%	1%	-13%	2%	u
COc1ccc(OC)c(-c2csc(NC(=O)C3=NN(c4ccccc4)C(=O)CC3)n2)c1	3%	8%	-10%	-28%	-2%	0%	13%	-15%
CC1(C)OC(C(=O)NC2CCCCC2)C(C(=O)NC2CCCCC2)O1 (stereo not drawn)	-2%	2%	2%	-8%	-6%	-3%	-4%	-12%

Reprinted at random: 4 entries already listed, in no set order.
mol	aGal spleen mod	HTT ATP protect	GAA glycogen mod	Tau fluor counter	GAA inhib	GAA spleen mod	Tau fibril FP	Tau fibril ThT
COc1ccc2nc3sc(C(=O)NCCCN4CCc5ccccc5C4)cc3cc2c1	-3%	3%[10 µM]	7%	u	6%	-23%	-14%	-20%
C=CCSc1nnc(-c2sc(-c3ccccc3)nc2C)n1C	-1%	43%[10 µM]	1%	-11%	0%	1%	-1%	u
COC(=O)C1=C(N)OC2=C(C(=O)CCC2)C1c1cccnc1 (stereo not drawn)	3%	29%[10 µM]	-9%	9%	9%	7%	3%	0%
COc1nc(C#N)c(N2CCOCC2)o1	6%	-8%[0.074 µM]	1%	0%	4%	2%	2%	0%

Screening results as filed in PubChem.
